Tau fluor cs = Counterscreen qHTS for Inhibitors of Tau Fibril Formation, Fluorescence Polarization; 280,000 compounds, 0.93% hits; AID 1463, 2008; Potency, µM (top dose mostly 57.7 µM), inactives show top-dose activity change, negative = decrease; tau K18 P301L Alexa594 fluorescence, heparin fibrillization; also: % is scaled to controls: 0 for no effect and ±100 for the full control effect; nearly all actives have a fitted effect of over 55% in size
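Human tau K18 P301L (15 uM unlabeled, 0.24 uM Alexa 594-labeled) in 100 mM sodium acetate pH 7 with 20 uM heparin, 6 hr at 37 C. ThT 30 uM added, 1 hr ambient; Alexa 594 FP and total fluorescence read at 555/632 nm.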
Epigenetic reg = Quantitative High-Throughput Screen for Regulators of Epigenetic Control; murine LDR cells, GFP reporter derepression, 30 h; Potency, µM (top dose mostly 53.9 µM), for inactives: top-dose GFP activation, actives largely listed as activators; 280,000 compounds, 0.2% hits; AID 1865, 2009; also: % of control where 0% means no effect; nearly all actives have a fitted effect of over 60% in size
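Derepression of a silenced CMV-GFP reporter in murine LDR cells is scored by enumerating GFP-positive cells with a laser-scanning microplate cytometer after 30 hours of treatment at 37 C.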
An asterisk follows results filed as active; ? = inconclusive. Calls follow the shape of the dose curve; as a rule, active = well fitted curve in the direction sought with a large enough effect; inconclusive = small, poorly fitted or top-dose-only effect, or another doubt; inactive = no such curve, though single readings can be large; an effect the other way counts as inactive or inconclusive. Potency is read from the fitted curve at half-maximal effect. Only part of the results is shown; rates above refer to the full screens.

SMILES	Tau fluor cs	Epigenetic reg
Cc1ccc(CCNC(=O)CCn2nc(-c3ccccc3)ccc2=O)cc1	-7%	0.9%
CCc1ccc(Nc2ncnc3c2cnn3-c2cc(Cl)ccc2C)cc1	?	2.4%
CCn1c2c(c(=O)n3ncc(C(=O)Nc4ccc(F)c(Cl)c4)c13)CN(Cc1ccc(OC)cc1)CC2	-26%	-1.7%
COC(=O)c1sccc1S(=O)(=O)N1CCN(c2ccc(C)cc2C)CC1	?	0.0%
CCCC(=O)Nc1cc(C(=O)NCc2ccc(OC)cc2)ccc1S(=O)(=O)c1ccc(Cl)cc1	?	1.1%
COc1cc(NC(=O)CCc2c(C)nn(-c3ccc(N4CCCCC4)nn3)c2C)cc(OC)c1OC	-25%	0.0%
CCOC(=O)c1c(C)oc2nc(C)nc(NCCCN3CCN(c4ccccc4)CC3)c12	-23%	1.5%
CCOc1ccc(NC(=O)c2c(NCc3cccs3)sc3c2CCC(C)C3)cc1 (centres undefined)	-24%	0.8%
COc1ccc(CNC(=O)CSc2ncc3c(n2)-c2cc(Cl)ccc2N(Cc2ccccc2)S3(=O)=O)cc1OC	?	22µM*
CNS(=O)(=O)c1cn(CC(=O)N2CCN(c3ccc(C(C)=O)cc3)CC2)cc1S(=O)(=O)NC	-4%	-2.9%
CCc1ccccc1NC(=O)c1ccc2c(c1)c(C)c(C)n2Cc1ccccc1	-6%	-3.1%
O=C(Nc1ccc(Cl)c(C(F)(F)F)c1)c1nc2ccccc2nc1N1CCCCC1	-16%	0.0%
COc1ccc(CCNC(=O)C(=O)NCC(c2ccc3c(c2)OCO3)N2CCOCC2)cc1OC (centres undefined)	-12%	0.0%
CCOC(=O)c1ccc(NC(=O)Cn2nc(C)c3nn(-c4ccc(Cl)cc4)c(C)c3c2=O)cc1	-8%	-1.9%
COc1ccc(CCNC(=O)C2CCN(c3nc4ccccc4nc3C(F)(F)F)CC2)c(OC)c1	3%	-1.4%
COc1ccc(C(=O)CCC(=O)Nc2ccc(C)c(Cl)c2)cc1	-29%	0.0%
CC(C)CCNC(=O)c1ccc(Cn2c(SCC(=O)NC(C)C)nc3ccccc3c2=O)cc1	-6%	0.0%
CCCCN(C)CCNC(=O)CN1C(=O)CSc2ccc(S(=O)(=O)N3CCCCC3)cc21	-8%	0.8%
CCOc1ccc(CCNC(=O)CCSCc2ccc(Cl)cc2)cc1OCC	-17%	-0.9%
Cc1cc(C(=O)NCCc2ccc(Cl)cc2)c2c(C)nn(-c3cccc(F)c3)c2n1	-18%	0.8%
CCc1ccc(NC(=O)CSc2nc(=O)n(Cc3ccncc3)c3c2CCC3)cc1	-7%	1.8%
CC(=O)Nc1ccc(S(=O)(=O)NCC2CCC(C(=O)NCc3ccccc3Cl)CC2)cc1 (centres undefined)	1%	-1.1%
Cc1nc2cc(C(=O)NC3CCCCCC3)ccc2n1-c1ccc(Br)cc1	3%	-2.4%
Cc1ccccc1CN1CCC(CNc2ncnc3onc(-c4ccc(F)cc4)c23)CC1	-1%	-1.3%
Cc1ccc(Cc2nc3ccccc3nc2SCC(=O)N2CCCCC2)cc1	-7%	0.8%
CCC1=C(c2ccc(C)cc2)S(=O)(=O)N=C1N1CCC(C(=O)NCc2ccc(N(C)C)cc2)CC1	-2%	0.8%
COc1ccccc1NC(=O)Cn1c(C)cc(C)c(C#N)c1=O	-1%	-1.1%
CC(=O)Nc1cc(C(=O)NCc2ccc(F)cc2)ccc1S(=O)(=O)c1ccc(C)cc1	-12%	0.6%
COc1cccc(N2CC(NC(=O)c3ccc(S(=O)(=O)N4CCCC4)cc3)CC2=O)c1 (centres undefined)	-8%	-0.1%
CCc1cnc2c(c1SCc1c(F)cccc1Cl)c(=O)n(C)c(=O)n2C	-6%	1.7%
CC(C)(C)OC(=O)N1CCC(c2c(C(=O)Nc3ccc4c(c3)OCCO4)cnn2-c2ccc(Cl)cc2)CC1	-30%	1.3%
Cc1ccc2c(=O)c(C(=O)c3ccc(Cl)cc3)cn(CC(=O)Nc3ccc4c(c3)OCCO4)c2n1	-19%	?
COc1ccc(CNC(=O)C2CCN(C(=O)c3ccc(-n4ccc5ccccc54)s3)CC2)cc1	-15%	-0.2%
COc1ccc(C)c2sc(NC(=O)c3ccc(S(=O)(=O)N(C)C)cc3)nc12	-12%	6.9%
CCc1ccccc1NC(=O)c1ccc(Cn2nc(N3CCN(c4ccccc4)CC3)ccc2=O)o1	-28%	-1.6%
COc1cccc(CNC(=O)Cn2nc3c(cc2=O)CCCC3)c1OC	-6%	2.2%
CCOc1ccc(-c2cccc(NS(=O)(=O)c3ccc(Cl)s3)c2)nn1	?	-1.7%
Cc1ccc(-n2ncc(C(=O)N3CCCCC3)c2C2CCN(C(=O)OC(C)(C)C)CC2)cc1C	1%	-1.3%
COc1cccc(C(=O)NCC(=O)OCc2cc(=O)n3ccsc3n2)c1	10%	-1.1%
CCCn1c2ccccc2c2cnn(CC(=O)N3CCCC(C(=O)OCC)C3)c(=O)c21 (centres undefined)	-4%	0.0%
COc1ccc(OC)c(NC(=O)c2c(NCc3cccs3)sc3c2CCCC3)c1	?	0.0%
O=C(NC1CCCC1)c1ccc2c(c1)N(Cc1ccc(F)cc1)C(=O)c1ccccc1S2	-13%	-0.2%
CCOc1ccccc1CNC(=O)CN(c1ccc(C)cc1)S(=O)(=O)N(C)C	-5%	-0.5%
COc1ccc(-n2c(SCC(=O)NC3CCCCC3)nc3c([nH]c4ccccc43)c2=O)cc1	-14%	5.0%
CCN(CC)C(=O)c1sc2c(c1C)c(=O)n(-c1ccc(Cl)c(Cl)c1)c(=O)n2CC(=O)Nc1cccc(OC)c1	13%	0.0%
CN(C)S(=O)(=O)c1ccc2c(c1)N(CC(=O)N1CCCCC1)CCS2	-3%	-1.7%
COc1ccccc1C1C=C(c2ccc(C(C)C)cc2)Nc2nnnn21 (centres undefined)	-17%	0.0%
COc1ccc(NC(=O)N(CCC(C)C)C(C)c2cccs2)c(OC)c1 (centres undefined)	-15%	-7.4%
CCOc1ccc(C(=O)Nc2ccc(C(=O)OCc3cc(=O)n4c(C)csc4n3)cc2)cc1	-16%	3.6%
O=C(NCc1ccccc1Cl)C1CCN(S(=O)(=O)c2ccc3c(c2)CCCN3C(=O)C2CCC2)CC1	-15%	1.4%
CCc1ccc(C(=O)c2cn(CC(=O)Nc3cc(F)ccc3F)c3nc(C)ccc3c2=O)cc1	-7%	20µM*
CC1=C(c2ccc(C)c(C)c2)S(=O)(=O)N(Cc2ccc(C(=O)Nc3cc(F)ccc3F)cc2)C1=O	-15%	0.0%
COc1ccc(OC)c(CNC(=O)c2cc(=O)[nH]c3ccc(S(=O)(=O)N4CCCCC4C)cc23)c1 (centres undefined)	-29%	0.6%
COC(=O)c1ccc2c(c1)sc(=NC(=O)c1ccc(S(=O)(=O)N3CCCCC3)cc1)n2C	9%	1.1%
COc1ccc(C(=O)Nc2nnc(SCc3cc(=O)c4cc(C)cc(C)c4[nH]3)s2)cc1	-11%	-3.4%
Cc1ccc(CN2C(=O)CN(C3CCCCCC3)C(=O)C2c2ccc(F)cc2)cc1 (centres undefined)	-11%	1.6%
COc1ccc(-c2cc(C(C)=O)c(C)n2CCC(=O)Nc2ccc(C)cc2Cl)cc1	11%	1.6%
O=C1CC(c2ccccc2)Cc2[nH]c(=O)c(C(=O)Nc3cccc(F)c3)cc21 (centres undefined)	12%	-4.5%
O=C(CN1c2ccccc2S(=O)(=O)c2ccccc21)Nc1cccc(C(F)(F)F)c1	?	1.5%
CCC1CCCCN1C(=O)CSc1n[nH]c(-c2ccccc2Cl)n1 (centres undefined)	-9%	-3.4%

Next records.
SMILES	Tau fluor cs	Epigenetic reg
CCOC(=O)c1ccc(NC(=O)c2oc(=O)c3ccccc3c2-c2ccccc2)cc1	-14%	2.4%
Cc1ccc(C)c(NC(=O)CSC2=Nc3ccccc3N=C(c3ccc(F)cc3)C2)c1	7%	12%
COc1ccc(OCC(=O)Nc2nnc3n2CCS3)cc1	-4%	0.0%
O=C(CSc1nc2c([nH]c3ccccc32)c(=O)n1-c1ccccc1)N1CCCCC1	-3%	2.2%
CC1CCCCN1C(=O)CSc1nc2ccccc2nc1Cc1ccccc1 (centres undefined)	-11%	-1.2%
Cc1cc(-n2c(SCC(=O)NCc3ccccc3)nc3ccsc3c2=O)ccc1Cl	-19%	-1.3%
CCc1ccc(CNC(=O)Cn2nc(C)c3c(C)n(-c4ccc(C)cc4)nc3c2=O)cc1	-2%	0.4%
CCC(=O)N1c2ccccc2CC1C(=O)NCCN1CCN(c2cccc(Cl)c2)CC1 (centres undefined)	-12%	-3.5%
Cc1cc(C)c(S(=O)(=O)NCc2ccc3c(c2)CCN3C(=O)c2ccccc2)c(C)c1	-14%	?
CC1CCN(c2csc3ccc(F)cc3c2=O)CC1	-10%	-1.7%
COc1ccc(CCNC(=O)c2cccc(-n3c(C)nc4cccnc43)c2)cc1OC	-1%	0.2%
Cc1[nH]c2ccccc2c1C(=O)C(=O)NC1CC(=O)N(c2ccccc2)C1 (centres undefined)	-11%	-1.4%
O=C1C(=O)N(C2CCN(C(=O)c3ccccc3F)CC2)CCN1Cc1ccc(F)cc1	0%	-4.6%
CCCNC(=O)Cn1nc(C)c2c(C)n(-c3ccccc3)nc2c1=O	-5%	-0.2%
Cc1cc(S(=O)(=O)C(CNC(=O)COc2ccccc2)c2cccs2)ccc1F (centres undefined)	-13%	6.6%
CCOc1ccc(C2c3c(oc4ccc(C)cc4c3=O)C(=O)N2CCCN(C)C)cc1OC (centres undefined)	0%	2.9%
COc1ccc(CCNC(=O)C2CCN(c3nc4ccccc4nc3C(F)(F)F)CC2)cc1OC	-11%	-1.2%
COc1ccccc1C(=O)Nc1c(C(=O)N2CCN(c3ccc(F)cc3)CC2)oc2ccccc12	?	0.2%
COc1ccc(C(=O)NNc2ncnc3c2cnn3-c2cccc(Cl)c2)cc1OC	?	1.1%
Cc1cc(C)c(NS(=O)(=O)c2ccc(-c3cnc(C4CC4)o3)cc2)c(C)c1	-23%	2.7%
CCC1CCCCN1CCCNC(=O)c1ccc2c(c1)c(C)c(C)n2CC (centres undefined)	-22%	0.7%
CCCn1c2ccccc2c2cnn(CC(=O)N3CCN(c4ccccc4)CC3)c(=O)c21	-5%	0.0%
O=c1cc(CN2CCN(S(=O)(=O)c3ccc(Cl)cc3)CC2)nc2sc(-c3ccccc3F)nn12	6%	-0.3%
CCOC(=O)Cn1c(=O)n(C2CCCCC2)c2nc(-c3ccc(OCC)cc3)nc(C(N)=O)c21	3%	-1.6%
O=C(Cc1ccc(F)cc1)Nc1nnc2n1CCS2	-6%	1.1%
O=C(CSc1nc(=O)[nH]c2c1CCC2)Nc1cc(C(F)(F)F)ccc1Cl	-12%	0.1%
COc1ccc(-n2c(SCc3ccccc3F)nc3c([nH]c4ccccc43)c2=O)cc1	-10%	3.6%
Cc1cccc(NC(=O)Cc2ccc(-n3c(C)nc4cccnc43)cc2)c1C	-10%	0.0%
Cc1ccc(CNC(=O)c2c(Nc3c(C)cccc3C)sc(C(=O)c3ccccc3)c2N)cc1	?	-1.3%
CCOCCc1nn2c(=O)cc(COC(=O)c3ccc4c(c3)OCO4)nc2s1	-17%	0.0%
Cc1ccc(C)c(N2CCN(C(=O)c3cc4c(=O)n(Cc5ccco5)ccc4nc3C)CC2)c1	-1%	2.3%
CCc1ccc(NCc2cc3ccc(OC)cc3n(CC(=O)Nc3cccc(Cl)c3C)c2=O)cc1	-23%	0.7%

Given with bars between the fields: part of the list above
SMILES | Tau fluor cs | Epigenetic reg
CCOC(=O)c1ccc(NC(=O)Cn2nc(C)c3nn(-c4ccc(Cl)cc4)c(C)c3c2=O)cc1 | -8% | -1.9%
COc1ccc(CCNC(=O)C2CCN(c3nc4ccccc4nc3C(F)(F)F)CC2)c(OC)c1 | 3% | -1.4%
COc1ccc(C(=O)CCC(=O)Nc2ccc(C)c(Cl)c2)cc1 | -29% | 0.0%
CC(C)CCNC(=O)c1ccc(Cn2c(SCC(=O)NC(C)C)nc3ccccc3c2=O)cc1 | -6% | 0.0%
CCCCN(C)CCNC(=O)CN1C(=O)CSc2ccc(S(=O)(=O)N3CCCCC3)cc21 | -8% | 0.8%
CCOc1ccc(CCNC(=O)CCSCc2ccc(Cl)cc2)cc1OCC | -17% | -0.9%
Cc1cc(C(=O)NCCc2ccc(Cl)cc2)c2c(C)nn(-c3cccc(F)c3)c2n1 | -18% | 0.8%
CCc1ccc(NC(=O)CSc2nc(=O)n(Cc3ccncc3)c3c2CCC3)cc1 | -7% | 1.8%
CC(=O)Nc1ccc(S(=O)(=O)NCC2CCC(C(=O)NCc3ccccc3Cl)CC2)cc1 (centres undefined) | 1% | -1.1%
Cc1nc2cc(C(=O)NC3CCCCCC3)ccc2n1-c1ccc(Br)cc1 | 3% | -2.4%
Cc1ccccc1CN1CCC(CNc2ncnc3onc(-c4ccc(F)cc4)c23)CC1 | -1% | -1.3%
Cc1ccc(Cc2nc3ccccc3nc2SCC(=O)N2CCCCC2)cc1 | -7% | 0.8%
